# Screening data: PubChem, National Center for Advancing Translational Sciences (NCATS)
# ALDH1A1 inh – blocks purified human ALDH1A1 activity; Purified ALDH1A1, NADH fluorescence, propionaldehyde substrate; Potency, µM (titrated, usually from 75.3 µM), for the others: at the highest dose activity, negative = inhibition, hits mostly inhibitors; hit rate 7.3% among 220,000; AID 1030; active means well fitted inhibition curve with a large enough effect, not every such curve was filed as active; inconclusive means small, poorly fitted or top-dose-only effect, or another doubt; inactive means no such curve, though single readings can be large or run the other way;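 further: plate controls were no enzyme wells and a reference inhibitor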
# Target sequence (P00352 whole entry, looked up): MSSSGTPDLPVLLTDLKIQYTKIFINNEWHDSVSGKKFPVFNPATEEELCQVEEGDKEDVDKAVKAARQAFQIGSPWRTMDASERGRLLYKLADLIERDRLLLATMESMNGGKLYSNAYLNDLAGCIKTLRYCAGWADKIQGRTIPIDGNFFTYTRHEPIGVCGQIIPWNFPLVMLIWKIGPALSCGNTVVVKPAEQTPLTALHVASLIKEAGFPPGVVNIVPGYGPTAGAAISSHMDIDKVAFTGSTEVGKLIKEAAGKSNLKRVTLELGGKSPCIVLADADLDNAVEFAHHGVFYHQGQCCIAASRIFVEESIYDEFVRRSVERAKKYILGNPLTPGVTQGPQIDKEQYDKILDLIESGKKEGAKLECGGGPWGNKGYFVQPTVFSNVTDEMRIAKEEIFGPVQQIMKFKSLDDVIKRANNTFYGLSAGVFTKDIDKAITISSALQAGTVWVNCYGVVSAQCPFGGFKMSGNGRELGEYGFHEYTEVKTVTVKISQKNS
# Tau fibril ThT – inhibitors of human tau fibril formation, thioflavin T binding | P10636 | Potency, µM (series often up to 57.4 µM), inactives show top-dose activity, negative = inhibition, hits mostly inhibitors | AID 1460 | hit rate 2.1% among 270,000 | recombinant tau K18 P301L, heparin-induced fibrillization, ThT fluorescence; further: nearly all actives have a fitted effect of over 55% in size
# Target sequence (P10636 561-689 P618L limits assumed): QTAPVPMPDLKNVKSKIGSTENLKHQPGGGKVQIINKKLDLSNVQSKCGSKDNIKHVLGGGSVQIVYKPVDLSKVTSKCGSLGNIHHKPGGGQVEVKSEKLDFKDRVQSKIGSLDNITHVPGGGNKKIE
#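 Fibril formation assay: tau K18 P301L at 15 uM with trace Alexa 594 label, heparin inducer 20 uM, pH 7 sodium acetate buffer, 37 C for 6 hr; endpoint ThT signal.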
# L3MBTL1 block – blocks human L3MBTL1. Q9Y468. AlphaScreen L3MBTL1–H3K9me1 peptide binding. Potency, µM (highest dose often 57.1 µM), without a hit: at the top dose activity, negative = inhibition, usual class: inhibitors. hit rate 0.66% among 230,000. AID 485360; further: nearly all actives have a fitted effect of over 60% in size
#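 Displacement of a biotinylated histone H3(1-15) peptide monomethylated at Lys9 (75 nM) from L3MBTL1 (50 nM) was measured by AlphaScreen after a 30 min room-temperature compound incubation; cefsulodin titration served as intraplate control.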
# GLA spleen mod – inhibits or activates alpha-galactosidase in human spleen homogenate. P06280. human spleen homogenate, 4MU-alpha-Gal fluorescence, 40 min. Potency, µM (top dose mostly 80 µM), without a hit: at the highest dose activity change, negative = inhibition, usual class: inhibitors. hit rate 0.008% among 240,000;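 further: 0% = enzyme with vehicle and -100% = no enzyme basal signal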
# Target sequence (P06280 32-429 limits assumed): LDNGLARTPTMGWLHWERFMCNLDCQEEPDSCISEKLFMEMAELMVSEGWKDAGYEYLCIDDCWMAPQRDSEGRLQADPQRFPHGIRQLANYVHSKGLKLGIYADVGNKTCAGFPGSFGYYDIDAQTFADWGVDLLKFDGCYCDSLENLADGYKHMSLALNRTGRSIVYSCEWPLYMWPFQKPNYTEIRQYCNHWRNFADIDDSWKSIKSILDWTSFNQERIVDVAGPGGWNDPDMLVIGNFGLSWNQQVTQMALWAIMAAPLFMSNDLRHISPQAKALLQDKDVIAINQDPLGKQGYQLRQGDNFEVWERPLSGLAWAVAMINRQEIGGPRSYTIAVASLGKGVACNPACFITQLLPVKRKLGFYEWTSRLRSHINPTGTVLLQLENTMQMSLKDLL
#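 Inhibition or activation of alpha-galactosidase in human spleen homogenate is scored by 4-MU fluorescence after 40 min at 37C, pH 5.0, with 1 mM substrate. AC50s come from concentration-response fitted to the Hill equation.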
# Tau FP inhib – tau fibrillization inhibition (FP). P10636. K18 P301L tau heparin fibrillization, Alexa594 FP, 6 h. Potency, µM (top dose mostly 57.7 µM), without a hit: at the highest dose activity, negative = inhibition, usual class: inhibitors. hit rate 0.39% among 280,000. AID 1468; further: nearly all actives have a fitted effect of over 55% in size
#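 Human tau K18 […] P301L fragment, 15 uM unlabeled plus 0.24 uM Alexa 594-labeled tau (final), with compound and 20 uM heparin in 100 mM sodium acetate pH 7; 6 hr at 37 C, then Alexa 594 FP read.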
# TRb SRC2 PPI – inhibitors of human thyroid hormone receptor beta-SRC2 interaction | Potency, µM (titrated, usually from 106 µM), for the others: top-dose activity change, negative = inhibition, most hits filed as inhibitors | AID 1469 | hit rate 0.065% among 280,000 | TRbeta-SRC2 peptide binding, fluorescence polarization; receptor liganded with 1 µM T3;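 further: plate controls were bound peptide for no effect and peptide without receptor for full effect; nearly all actives have a fitted effect of over 50% in size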
#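 Assay buffer: 20 mM Tris-HCl, 100 mM NaCl, 10% glycerol, 1 mM EDTA, 0.01% NP-40, 1 mM DTT, 1 uM T3, 5% DMSO; TRb LBD 0.6 uM, Texas Red SRC2 20 nM; FP after 5 hr.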
# TexasRed fluor – alters Texas Red total fluorescence, flagging assay interference; Potency, µM (highest dose often 106 µM), without a hit: top-dose fluorescence change, negative = quenching; TRb/SRC2 Texas Red total fluorescence interference; hit rate 0.29% among 280,000; AID 1479; active means well fitted curve in either direction with a large enough effect; inconclusive means small, poorly fitted or top-dose-only effect
#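 Human TRb ligand-binding domain at 0.6 uM with 20 nM Texas Red SRC2 peptide in Tris buffer containing 1 uM T3 and 5% DMSO, incubated with compound 5 h at ambient temperature. Total fluorescence (555/632 nm) calculated as parallel + 2 × perpendicular.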
# Tau fluor cs – counter-screen for tau fibril formation inhibitors; hit rate 0.93% among 280,000; AID 1463; tau K18 P301L Alexa594 fluorescence, heparin fibrillization; Potency, µM (highest dose often 57.7 µM), for inactives: top-dose activity change, negative = decrease; further: nearly all actives have a fitted effect of over 55% in size
#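 Human tau K18 P301L (15 uM unlabeled, 0.24 uM Alexa 594-labeled) in 100 mM sodium acetate pH 7 with 20 uM heparin, 6 hr at 37 C. ThT 30 uM added, 1 hr ambient; Alexa 594 FP and total fluorescence read at 555/632 nm.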
# Numbers without * were called inactive; ? = inconclusive; nt = no result given; [ ] = remark or other dose. Unless noted, the call rests on the fitted dose curve; in most records, active means well fitted curve in the direction sought with a large enough effect; inconclusive means small, poorly fitted or top-dose-only effect, or another doubt; inactive means no such curve, though single readings can be large; an effect the other way counts as inactive or inconclusive. Unless noted, on the % scale 0 is the no-effect control and ±100 the full control effect; potency means the concentration at half of the fitted maximal effect.
# Each structure is followed by: Tau fibril ThT	ALDH1A1 inh	Tau FP inhib	TexasRed fluor	Tau fluor cs	GLA spleen mod	L3MBTL1 block	TRb SRC2 PPI
- Cc1ccc(NS(=O)(=O)c2ccc(NS(=O)(=O)c3cccs3)cc2)cc1
  -9%	2%	-2%	-2%	-21%	-4%	nt	-3%
- COCCN(Cc1cc2cc3c(cc2nc1Cl)OCO3)C(=O)c1ccc(C)cc1
  5%	4%	-10%[2.34 µM]	2%	2%	-3%	28µM*	?
- CCS(=O)(=O)CCSc1nc(C)cc(C)n1
  9%	10%	5%	-4%	10%	-2%	1%	-5%
- CCCCc1nnc(NC(=O)CSc2nc(=O)cc(N)n2-c2cccc(C)c2)s1
  -2%	-2%	1%	0%	-1%	5%	nt	-21%
- CC1CC(C)CN(C(=S)Nc2ccc(SC(F)F)cc2)C1 (stereo unspecified)
  -8%	?	3%	-7%	-29%	1%	5%	-5%
- NC(=O)C1CCN(C(=O)COc2cccc3ccccc23)CC1
  -10%	1%	2%	0%	-1%	-4%	nt	-12%
- CCOC(=O)N1CCc2c(sc3c2c(=O)n(Cc2ccccc2)c(=O)n3Cc2cccc(Cl)c2)C1
  -16%	nt	-10%	0%	-12%	nt	nt	-3%
- O=C(Nc1cccc(NC(=O)c2ccco2)c1)c1ccc2c(c1)OCCO2
  -9%	?	-12%	-1%	-5%	-1%	-3%	2%
- Brc1ccc(CN2CCc3nc(Nc4ccccc4)ncc3C2)s1
  ?	nt	-13%	-3%	-30%	nt	nt	8%
- COCCCNC(=O)Cn1cnc2sc(C)c(S(=O)(=O)N3CCN(c4ncccn4)CC3)c2c1=O
  -2%	10%	-1%	0%	-6%	-6%	nt	-1%
- O=C(CSc1nnc(CN2CCOCC2)n1-c1ccc(Cl)cc1)Nc1ccc2c(c1)OCO2
  -12%	-8%	0%	2%	-18%	-4%	nt	5%
- [O-]/[N+](=C\c1ccc(OC(F)F)cc1)c1ccccc1
  ?	7.9µM*	-17%	-1%	-12%	5%	0%	-8%
- Cc1ccccc1CNC(=O)c1ccc(CS(=O)Cc2ccc(Cl)cc2)o1 (stereo unspecified)
  -5%	nt	4%	-1%	-9%	nt	nt	-1%
- COc1ccccc1N1CCN(C(=O)c2cc(-c3ccc(Br)cc3)on2)CC1
  ?	15%	-2%	-1%	-21%	9%	-4%	7%
- COCCCN(C(=O)c1cc2c(s1)CCC2)c1c(N)n(Cc2ccccc2)c(=O)[nH]c1=O
  -10%	-2%	6%	-5%	4%	5%	?	-5%

# Laid out differently: ten of the compounds above.
molecule | Tau fibril ThT | ALDH1A1 inh | Tau FP inhib | TexasRed fluor | Tau fluor cs | GLA spleen mod | L3MBTL1 block | TRb SRC2 PPI
NC(=O)C1CCN(C(=O)COc2cccc3ccccc23)CC1 | -10% | 1% | 2% | 0% | -1% | -4% | nt | -12%
CCOC(=O)N1CCc2c(sc3c2c(=O)n(Cc2ccccc2)c(=O)n3Cc2cccc(Cl)c2)C1 | -16% | nt | -10% | 0% | -12% | nt | nt | -3%
O=C(Nc1cccc(NC(=O)c2ccco2)c1)c1ccc2c(c1)OCCO2 | -9% | ? | -12% | -1% | -5% | -1% | -3% | 2%
Brc1ccc(CN2CCc3nc(Nc4ccccc4)ncc3C2)s1 | ? | nt | -13% | -3% | -30% | nt | nt | 8%
COCCCNC(=O)Cn1cnc2sc(C)c(S(=O)(=O)N3CCN(c4ncccn4)CC3)c2c1=O | -2% | 10% | -1% | 0% | -6% | -6% | nt | -1%
O=C(CSc1nnc(CN2CCOCC2)n1-c1ccc(Cl)cc1)Nc1ccc2c(c1)OCO2 | -12% | -8% | 0% | 2% | -18% | -4% | nt | 5%
[O-]/[N+](=C\c1ccc(OC(F)F)cc1)c1ccccc1 | ? | 7.9µM* | -17% | -1% | -12% | 5% | 0% | -8%
Cc1ccccc1CNC(=O)c1ccc(CS(=O)Cc2ccc(Cl)cc2)o1 (stereo unspecified) | -5% | nt | 4% | -1% | -9% | nt | nt | -1%
COc1ccccc1N1CCN(C(=O)c2cc(-c3ccc(Br)cc3)on2)CC1 | ? | 15% | -2% | -1% | -21% | 9% | -4% | 7%
COCCCN(C(=O)c1cc2c(s1)CCC2)c1c(N)n(Cc2ccccc2)c(=O)[nH]c1=O | -10% | -2% | 6% | -5% | 4% | 5% | ? | -5%

# (more compounds)
# Each structure is followed by: Tau fibril ThT	ALDH1A1 inh	Tau FP inhib	TexasRed fluor	Tau fluor cs	GLA spleen mod	L3MBTL1 block	TRb SRC2 PPI
- O=c1cc(C(F)(F)F)[nH]c2ccc(C(F)(F)F)cc12
  -8%	nt	-5%	-5%	-8%	2%	-1%	-8%
- CCC(C)(C(=O)NC1CCCC1)N(Cc1ccco1)C(=O)Cc1cccs1 (stereo unspecified)
  -3%	9%	7%	-2%	0%	6%	3%	-11%
- Cc1cc(NC(=O)c2ccc3c(c2)C(=O)N(C)C3=O)no1
  5%	?	-4%	-6%	2%	32%	nt	0%
- CC1CCC(C(C)C)C(OC(=O)Cn2c(-c3ccc(F)cc3)[n+](C)c3ccccc32)C1 (stereo unspecified)
  -16%	-2%	4%	1%	-3%	-3%	7%	-14%
- Cn1c(=O)cc(OCC(=O)NCc2ccccn2)c2ccccc21
  -6%	-3%	-7%	2%	1%	-5%	9%	-3%
- CCOc1ccc(S(=O)(=O)NCCC(=O)OCC(=O)c2ccc[nH]2)cc1
  -10%	4%	1%	2%	-8%	3%	-12%	-5%
- CC(=O)c1ccc(Oc2nc3c(c(=O)n(C)c(=O)n3C)n2C)cc1
  -9%	8%	1%	1%	-8%	0%	nt	-2%
- CCOc1cc(Br)ccc1S(=O)(=O)N1CC(C)OC(C)C1 (stereo unspecified)
  -7%	10%	-4%	0%	-13%	-15%	nt	-9%
- CCN(CC(=O)Nc1cccc(S(=O)(=O)N2CCCC2)c1)CC(=O)Nc1ccccc1OC
  2%	-3%	3%	-3%	-9%	-5%	-5%	2%
- Cc1ccc(NC(=O)NNS(=O)(=O)c2ccc(Br)cc2)cc1
  6%	1%	-6%	1%	4%	2%	10%	2%
- Brc1ccccc1OCCOc1cccc2cccnc12
  -12%	2%	2%	-6%	-4%	2%	2%	0%
- CC(=O)N1CCc2cc(CNS(=O)(=O)c3ccc(F)cc3)ccc21
  -4%	nt	-3%	0%	-9%	nt	nt	-7%
- CC1=CC(=C2C(=O)c3ccccc3C2=O)C=C(C)O1
  ?	?	8%	-3%	-10%	-9%	1%	-3%
- COc1ccc(OCC(=O)N/N=C(\C)c2ccc(OC)cc2)cc1
  ?	3%	4%	0%	-5%	-3%	2%	11%
- O=C(CSc1ccccc1)Nc1nc2ccccc2[nH]1
  2%	1%	-12%	3%	-14%	2%	3%	-4%
- CCCc1nnc(NC(=O)CCC(=O)NCc2ccc(OC)cc2)s1
  7%	nt	3%	1%	8%	-3%	8%	0%
- O=C(c1cnc(N2CCOCC2)c2ccccc12)N1CCN(c2ccccc2)CC1
  2%	nt	0%	5%	-2%	nt	nt	-1%
- COc1ccc2c(=O)c3c(=O)n(Cc4ccco4)c(C4CCCCC4)nc3oc2c1
  -2%	0%	2%	-2%	5%	6%	-2%	-4%
- O=C(NCc1ccco1)C(c1ccccc1)N(C(=O)Cc1cccs1)c1ccccc1F (stereo unspecified)
  -10%	-3%	6%	-1%	-2%	-1%	-3%	-12%
- COc1cc(OC)c(Nc2cc(C)nc3nc(C)nn23)cc1Cl
  -14%	5%	-3%	-3%	-2%	26%	2%	-11%
- CC(C)=CCCC1(C)C=Cc2c(ccc3c2[nH]c2cc(O)c(C)cc23)O1 (stereo unspecified)
  ?	-6%	?	-2%	?	9%	-20%	-1%
- COc1ccccc1CNC(=O)Nc1cccs1
  -8%	?	11%	-3%	-18%	1%	nt	-7%
- COC(=O)c1ccc(NC(=O)CCN2CCN(Cc3ccccc3)CC2)cc1
  -5%	?	?	2%	-2%	-3%	4%	10%
- Cc1ccc(OCCSc2nc3ccc(NC(=O)c4cccs4)cc3s2)cc1
  ?	nt	?	?	?	nt	nt	-6%
- Cc1ccc(C)c(N2CCN(C(=O)c3ccccc3Br)CC2)c1
  -9%	3%	1%	-8%	-6%	5%	nt	8%
- Cc1ccc(NC(=O)CCCn2c3ccccc3c(=O)c3cc(C)ccc32)c(Br)c1
  -15%	nt	0%	-17%	-14%	nt	nt	2%
- COc1ccc(N2CC(C)Cn3c2nc2c3c(=O)n(Cc3ccccc3F)c(=O)n2C)c(OC)c1 (stereo unspecified)
  -14%	18µM*	-2%	0%	-19%	2%	nt	-16%
- C=CCn1c(SCC(=O)OCc2ccccc2)nc2c1c(=O)n(C)c(=O)n2C
  3%	?	-3%	3%	-7%	-2%	nt	-21%
- CNC(=O)c1ccc(Nc2nnc(-c3ccc(C)c(S(=O)(=O)NC(C)(C)C)c3)c3ccccc23)cc1
  -8%	nt	-12%	-30%	?	nt	nt	-1%
- CC1=CC(C)=Nc2ccccc2N1
  -22%	?	-13%	-2%	-13%	7%	nt	-5%
- COc1ccc(NC(=O)[C@H]2O[C@@H]3OC(C)(C)O[C@@H]3[C@H]3OC(C)(C)O[C@H]32)c(OC)c1
  1%	nt	-3%	-3%	-5%	nt	nt	-5%
- COc1ccccc1NC(=O)C1=C(C)Nc2nc(-c3ccco3)nn2C1c1cccc(C)c1 (stereo unspecified)
  -12%	nt	-3%	-3%	?	nt	nt	9%
- COC(=O)C1=C(NC(=O)c2ccc(C)c(C)c2)CCS1
  -9%	?	-4%	0%	-6%	-1%	5%	-12%
- CCOC(=O)c1ccc(S(=O)(=O)N2CCN(C(C)=O)CC2)cc1
  8%	6%	13%	-2%	5%	2%	-3%	1%
- C=CCN=C(C)C1=C(O)C(C)OC1=O (stereo unspecified)
  2%	3%	-4%	-5%	6%	-3%	-3%	-4%
- CCN(CC(=O)NCc1cccs1)S(=O)(=O)c1ccc(NC(C)=O)cc1
  4%	-5%	1%	-3%	3%	1%	2%	-2%
- CCOC(=O)c1cc(C(=O)NN)c(C)nc1C
  5%	-1%	-3%	-1%	3%	2%	4%	1%
- S=c1[nH]c(-c2ccccc2)cn1/N=C/c1cccnc1
  nt	nt	-4%	-2%	-4%	5%	nt	13%
